Source: PubChem (Broad Institute)
KDM4C inh = KDM4C (human) demethylase inhibition; hit rate 0.15% among 96,000; Q9H3R0; inhibition, % at 12.5 µM; GST-KDM4C 2-372, H3K9me3 peptide, LANCE TR-FRET;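 active = mean replicate inhibition above about 25%, with at least 55% of replicates also reaching it, limit read from the data, passing the limit was not always enough; inconclusive = only one of those two conditions met; inactive = neither condition met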
Target sequence (Q9H3R0 2-372 limits assumed): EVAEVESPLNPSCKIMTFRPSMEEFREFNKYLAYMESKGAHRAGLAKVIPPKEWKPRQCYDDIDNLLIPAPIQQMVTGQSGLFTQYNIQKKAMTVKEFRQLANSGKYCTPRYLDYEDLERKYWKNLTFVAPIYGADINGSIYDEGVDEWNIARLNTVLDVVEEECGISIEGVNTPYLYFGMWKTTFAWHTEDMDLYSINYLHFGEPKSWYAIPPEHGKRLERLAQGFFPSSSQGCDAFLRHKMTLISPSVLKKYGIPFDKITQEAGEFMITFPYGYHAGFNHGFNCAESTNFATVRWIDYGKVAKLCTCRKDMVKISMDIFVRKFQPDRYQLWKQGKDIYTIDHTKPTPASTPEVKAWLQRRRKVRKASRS
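System: N-terminal GST-fused human GASC-1 (KDM4C) fragment, residues 2-372 / Amount: 10 nM GST-KDM4C in enzyme reaction / Also added: H3K9me3 peptide with Fe(II)/2OG / Times: 30 min demethylation and 1 h detection at room temperature / Signal: LANCE TR-FRET / Read-out basis: Fall in 671/618 emission ratio as inhibition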
Pf Dd2 inh = P. falciparum Dd2 growth inhibition. SYBR Green, 72 h; hits give low values. activity change, % at 10 µM. hit rate 2.3% among 94,000. AID 1159554; in the data active = activity change below about -80%; inconclusive = no clear call, values can overlap the other calls
C diff growth = C. difficile growth inhibition. growth activity, negative = inhibition, % at 16 µg/mL (by protocol). Clostridium difficile clinical isolate growth, OD600, 24 h; hits give low values. hit rate 0.25% among 86,000;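 active = mean growth activity at or below -80% and every replicate also at or below -80%; inconclusive = mean at or below -80% but some replicate above -80%; inactive = mean growth activity above -80%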;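 also: 0% = DMSO wells and -100% = levofloxacin 16 µg/mL wells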
Tcruzi prolif = blocks T. cruzi growth in NIH3T3 culture; AID 624255; inhibition, % at 8.34 µM; hit rate 5.9% among 77,000; T. cruzi beta-gal in NIH3T3, GalScreen luminescence, 90 h;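 active = mean inhibition above about 93%, with at least 55% of replicates each passing it, limit read from the data, passing the limit was not always enough; inconclusive = only one of those two conditions holds; inactive = neither condition holds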
* = called active by the depositor; ? = inconclusive; . = no result given; & = joins results of further samples.

Under each structure: KDM4C inh, Pf Dd2 inh, C diff growth, Tcruzi prolif
CO[C@@H]1CN(C)C(=O)c2ccc(NC(C)=O)cc2OC[C@@H](C)N(S(=O)(=O)c2cn(C)cn2)C[C@@H]1C
→ 0.5, 3, ., -2
Cc1noc(C)c1NC(=O)Nc1cccc2c1O[C@H](CN(C)S(=O)(=O)c1cn(C)cn1)[C@H](C)CN([C@H](C)CO)C2=O
→ ., -4, ., -28
C[C@@H]1CN([C@H](C)CO)C(=O)CCCn2nncc2CO[C@H]1CN(C)C(=O)Nc1ccc(-c2cccs2)cc1
→ -0.5, -4, ., -58
CC=Cc1ccc2n(c1=O)C[C@H]1[C@H](CO)[C@@H](C(=O)N3CCOCC3)[C@@H]2N1CC1CC1 (mixture of isomers)
→ 1.0, 13, -4, 35
Cc1ccc(S(=O)(=O)Nc2ccc3c(c2)C(=O)N([C@H](C)CO)C[C@H](C)[C@@H](CN(C)C(=O)c2ccncc2)OCCCC[C@@H](C)O3)cc1
→ 0.1, 22, ., 11
C[C@H](CO)N1C[C@H](C)[C@H](CN(C)Cc2cccc(C(=O)O)c2)Oc2ncc(-c3ccccc3F)cc2C1=O
→ 0.8, -2, 0, 26
CN1C(=O)c2cc(NC(=O)C3CC3)ccc2OC[C@H]2O[C@@H](CC(=O)NC3CCC3)CC[C@H]21
→ 1.6, -18, -4, -31
C[C@@H]1CCCCO[C@@H](CN(C)C(=O)NC2CCCCC2)[C@H](C)CN([C@H](C)CO)C(=O)c2cc(NC(=O)Cc3ccccc3)ccc2O1
→ -4.5, -79, -4, 56
C[C@@H]1CN([C@@H](C)CO)C(=O)c2cc(NS(=O)(=O)c3cccs3)ccc2O[C@@H]1CN(C)Cc1ccc2c(c1)OCO2
→ -1.4, 31, ., -28
CO[C@H]1CN(C)C(=O)c2ccc(NC(=O)NC(C)C)cc2OC[C@H](C)N(C(=O)C2CCC2)C[C@H]1C
→ 0.6, -11, ., 4
O=C(C[C@H]1C=C[C@@H](NS(=O)(=O)c2cccc(F)c2)[C@H](CO)O1)NCc1ccc2c(c1)OCO2
→ 0.0, -4, -1, .
COc1ccc(NC(=O)N2C[C@@H]3N[C@H](C2)C3c2ccc(-c3cncnc3)cc2)cc1 (some centres undefined)
→ 1.0&0.0, -10&-12, -10&-8, .
CCC(=O)N1C[C@H](C)[C@H](OC)CN(C)C(=O)c2cc(NC(=O)c3ccccc3)ccc2OC[C@H]1C
→ 0.1, -4, ., -14
C[C@H](CO)N1C[C@H](C)[C@H](CN(C)S(=O)(=O)c2ccccc2C#N)OCc2ccccc2-c2ccccc2C1=O
→ 0.2, 14, 11, 17
COc1ccc(CN(C)C[C@H]2Oc3ccc(NC(=O)Cc4cn(C)c5ccccc45)cc3C(=O)N([C@@H](C)CO)C[C@H]2C)cc1
→ -0.6, 9, -5, 49
Cc1ccc(S(=O)(=O)N(C)C[C@@H]2OCCCC[C@H](C)Oc3ccc(NC(=O)Nc4ccc(F)cc4)cc3C(=O)N([C@@H](C)CO)C[C@H]2C)cc1
→ 0.2, ?, ., 106*
CO[C@@H]1CN(C)C(=O)c2cc(NS(C)(=O)=O)ccc2OC[C@H](C)N(CC2CCOCC2)C[C@H]1C
→ 1.1, 29, ., 1
C[C@H]1CN([C@@H](C)CO)S(=O)(=O)c2ccc(C#CC3(O)CCCC3)cc2O[C@@H]1CN(C)C(=O)Cc1cccnc1
→ -6.1, -10&-5, ., 63&57
C/C=C/c1cnc2c(c1)C(=O)N([C@H](C)CO)C[C@H](C)[C@H](CN(C)C(=O)c1cccnc1)O2
→ -0.4, 12, 2, 44
C[C@@H]1CN([C@@H](C)CO)S(=O)(=O)c2ccc(C#CC3CCCCC3)cc2O[C@@H]1CN(C)C(=O)Cc1ccncc1
→ -1.7, -28, ., 40

More compounds.
Under each structure: KDM4C inh, Pf Dd2 inh, C diff growth, Tcruzi prolif
C[C@@H](NC(=O)C[C@@H]1C[C@H]2c3cc(NS(=O)(=O)c4ccc(F)cc4)ccc3O[C@H]2[C@@H](CO)O1)c1ccccc1
→ 0.3, -7, -8, 17
C[C@H](CO)N1C[C@H](C)[C@H](CN(C)C(=O)c2ccc(F)cc2)Oc2cc(-c3cccc(C#N)c3)ccc2S1(=O)=O
→ -1.0, -68, 10, 104*
COc1ccc(NC(=O)N(C)C[C@H]2OCCCC[C@H](C)Oc3ccc(NS(=O)(=O)c4ccccc4)cc3C(=O)N([C@H](C)CO)C[C@@H]2C)cc1
→ -2.6, -37, -1, 95
C[C@@H]1CCCCO[C@@H](CN(C)Cc2ccc3c(c2)OCO3)[C@@H](C)CN([C@@H](C)CO)C(=O)c2cc(NS(=O)(=O)c3ccccc3)ccc2O1
→ 2.6, -54, ., .
COCC(=O)N1C[C@@H](C)[C@H](OC)CN(C)C(=O)c2cc(NC(=O)c3ccc(F)cc3)ccc2OC[C@H]1C
→ 0.8, 29, 0, 10
C[C@@H]1CN([C@@H](C)CO)C(=O)c2cc(NS(=O)(=O)c3ccc(Cl)cc3)ccc2O[C@@H]1CN(C)C(=O)Nc1ccccc1
→ 0.4, -29, 6, 43
C[C@@H]1CN([C@@H](C)CO)S(=O)(=O)c2ccc(C#CC3CCCC3)cc2O[C@H]1CN(C)Cc1cccnc1
→ 0.6, -69, 4, 93
COc1ccc2c3c([nH]c2c1)[C@H](CO)N(Cc1ccc(F)cc1)CC31CN(Cc2ccccn2)C1
→ 1.9, -72, 13, .
CC(C)NC(=O)Nc1cccc2c1O[C@@H](CN(C)Cc1ccc3c(c1)OCO3)[C@@H](C)CN([C@H](C)CO)C2=O
→ 0.4, -9, -3, .
C[C@H](CO)N1C[C@H](C)[C@H](CN(C)C(=O)C2CCOCC2)Oc2cc(C#Cc3ccncc3)ccc2S1(=O)=O
→ 12, -34, 15, .
C[C@H]1CN([C@@H](C)CO)S(=O)(=O)c2ccc(C#Cc3ccccc3F)cc2O[C@@H]1CN(C)CC1CCOCC1
→ 0.3, -6, 2, .
O=C(C[C@@H]1CC[C@@H](NC(=O)CCN2CCCCC2)[C@@H](CO)O1)NCc1ccc(Cl)c(Cl)c1
→ -0.8, -8, ., 20
CC(C)C#Cc1cnc2c(c1)C(=O)N([C@H](C)CO)C[C@@H](C)[C@H](CN(C)C(=O)c1ccccc1)O2
→ 0.0, -27, 2, 2
COc1ccccc1-c1ccc2c(c1)O[C@@H](CN(C)Cc1ccc3c(c1)OCO3)[C@H](C)CN([C@@H](C)CO)S2(=O)=O
→ -1.2, -75, 3, .
C[C@H](CO)N1C[C@H](C)[C@@H](CN(C)C(=O)C2CC2)Oc2ncc(-c3ccc(C(=O)N(C)C)cc3)cc2C1=O
→ 3.0, 20, 0, -5
C[C@H]1CN([C@@H](C)CO)C(=O)c2cc(C#CCN(C)C)cnc2O[C@@H]1CN(C)Cc1ccccc1
→ ., -16, -1, -73
CN(C)C(=O)c1ccc(-c2ccc([C@@H]3[C@@H](C#N)N(C(=O)C4CCOCC4)[C@H]3CO)cc2)cc1
→ 0.3, 25, -12, 98*
C[C@H]1CCCCO[C@H](CN(C)CC2CC2)[C@@H](C)CN([C@@H](C)CO)C(=O)c2cc(NC(=O)CCC(F)(F)F)ccc2O1
→ -1.5, 20, 7, .
C[C@@H]1CCCCO[C@@H](CN(C)C(=O)C2CCCCC2)[C@@H](C)CN([C@H](C)CO)C(=O)c2cc(NC(=O)CCC(F)(F)F)ccc2O1
→ -2.5, -23, -1, 41
C[C@@H]1CN([C@H](C)CO)C(=O)c2cc(NC(=O)NC3CCCCC3)ccc2O[C@@H](C)CCCCO[C@@H]1CN(C)C(=O)c1ccncc1
→ -0.3, -1, -3, 44

Brought forward from above: 5 entries; new compounds follow.
Under each structure: KDM4C inh, Pf Dd2 inh, C diff growth, Tcruzi prolif
C[C@H]1CN([C@@H](C)CO)C(=O)c2cc(C#CCN(C)C)cnc2O[C@@H]1CN(C)Cc1ccccc1
→ ., -16, -1, -73
CN(C)C(=O)c1ccc(-c2ccc([C@@H]3[C@@H](C#N)N(C(=O)C4CCOCC4)[C@H]3CO)cc2)cc1
→ 0.3, 25, -12, 98*
C[C@H]1CCCCO[C@H](CN(C)CC2CC2)[C@@H](C)CN([C@@H](C)CO)C(=O)c2cc(NC(=O)CCC(F)(F)F)ccc2O1
→ -1.5, 20, 7, .
C[C@@H]1CCCCO[C@@H](CN(C)C(=O)C2CCCCC2)[C@@H](C)CN([C@H](C)CO)C(=O)c2cc(NC(=O)CCC(F)(F)F)ccc2O1
→ -2.5, -23, -1, 41
C[C@@H]1CN([C@H](C)CO)C(=O)c2cc(NC(=O)NC3CCCCC3)ccc2O[C@@H](C)CCCCO[C@@H]1CN(C)C(=O)c1ccncc1
→ -0.3, -1, -3, 44
CCCNC(=O)Nc1ccc2c(c1)OC[C@H](C)N(S(C)(=O)=O)C[C@@H](C)[C@H](OC)CN(C)C2=O
→ 4.3, 18, 2, .
O=C(C1CCC1)N1CC2(C1)[C@H](c1ccccc1)[C@@H](CO)N2Cc1nccs1
→ 0.3, 9, 0, .
CC(C)NC(=O)Nc1ccc2c(c1)C(=O)N([C@@H](C)CO)C[C@@H](C)[C@H](CN(C)C(=O)Nc1ccc3c(c1)OCO3)OCCCC[C@@H](C)O2
→ -0.8, -9, 2, -6
COc1ccc(S(=O)(=O)Nc2ccc3c(c2)C(=O)N([C@@H](C)CO)C[C@H](C)[C@@H](CN(C)Cc2ccc(Cl)c(Cl)c2)OCCCC[C@H](C)O3)cc1
→ 0.5, -55, ., -6
CCCN1[C@H](C(=O)NCC2CC2)[C@@H](CO)[C@@H]2Cn3c(ccc(-c4ccccc4)c3=O)[C@@H]21
→ 6.3, -4, -1, 44
COc1cccc(NC(=O)N2C[C@H](O)COC[C@@H]3O[C@H](CC(=O)N(C)C)CC[C@H]32)c1
→ -1.0, ., 6&4, 34
COCCNC(=O)C[C@@H]1CC[C@H]2[C@H](COc3ccc(NC(=O)COC)cc3C(=O)N2C)O1
→ 2.9, -4, -9, 13
O=C(C[C@@H]1C=C[C@H](NC(=O)C2CCOCC2)[C@@H](CO)O1)NCCc1cscn1
→ -2.3, 6, 4, 9
O=C(N[C@H]1C=C[C@@H](CC(=O)N2CCc3ccccc3C2)O[C@@H]1CO)C1CCOCC1
→ -1.4, 21, 9, .
O=C(Nc1ccccc1F)N[C@@H]1CC[C@H](CCNC(=O)C2CC2)O[C@@H]1CO
→ -1.2, ., -2, .
CCNC(=O)C[C@H]1CC[C@H]2[C@@H](COc3ccc(NC(=O)Nc4ccccc4C)cc3C(=O)N2C)O1
→ -0.7, -1, -5, 65
CC(C)NC(=O)Nc1ccc2c(c1)C(=O)N([C@H](C)CO)C[C@H](C)[C@@H](CN(C)C(=O)c1ccccc1)OCCCC[C@H](C)O2
→ -0.1, 49, 0, 40
C[C@@H]1CCCCO[C@@H](CN(C)Cc2ccc(Cl)c(Cl)c2)[C@@H](C)CN([C@H](C)CO)C(=O)c2cc(NC(=O)NC3CCCCC3)ccc2O1
→ -0.6, -7, 5, 83
C/C=C/c1ccc2c(c1)O[C@H](CN(C)C(=O)NC1CCCCC1)[C@H](C)CN([C@@H](C)CO)S2(=O)=O
→ -0.9, 19, 6, 86
O=C(C[C@H]1C=C[C@@H](NC(=O)Nc2ccccc2)[C@@H](CO)O1)NCc1ccccn1
→ 3.0, -24, ., 21
C[C@H](CO)N1C[C@H](C)[C@@H](CN(C)S(=O)(=O)c2ccc(F)cc2)Oc2c(NS(=O)(=O)c3ccccc3)cccc2C1=O
→ 0.6, 13, -6, .
CNC[C@H]1OCCCC[C@@H](C)Oc2ccc(NC(=O)C3CCCCC3)cc2C(=O)N([C@H](C)CO)C[C@@H]1C
→ 5.4, 35, 3, 44
C[C@@H]1CN([C@H](C)CO)C(=O)c2cccc(NC(=O)c3ccc(-c4nccs4)cc3)c2O[C@H]1CN(C)C(=O)Nc1ccc(F)cc1
→ 0.5, -60, -1, 12
C[C@@H]1CN([C@H](C)CO)C(=O)c2cccc(NS(=O)(=O)c3cccs3)c2O[C@H]1CN(C)C(=O)Nc1ccc(C(F)(F)F)cc1
→ ., -10, ., -68
CO[C@H]1CC[C@H]2CCN(C)C(=O)C[C@H](c3ccccc3)CN(C)C(=O)c3cc(C#N)ccc3OC[C@H]1O2
→ 0.6, ., -3, 17

Next results:
Under each structure: KDM4C inh, Pf Dd2 inh, C diff growth, Tcruzi prolif
Cc1ccccc1S(=O)(=O)N1CC[C@@H]2[C@@H](CO)N(C)c3ccc(-c4cccc(F)c4)cc3[C@@H]21
→ -1.2, -2, 29, 26
C[C@@H]1CN([C@H](C)CO)C(=O)c2cc(NC(=O)Nc3ccc(F)cc3)ccc2O[C@@H](C)CCCCO[C@H]1CN(C)C(=O)Nc1ccc(F)cc1
→ -0.2, -22, ., .
N#Cc1ccc(-c2ccc([C@H]3[C@@H](CO)N4C(=O)CN(C(=O)C5CCCCC5)C[C@@H]34)cc2)cc1
→ -1.0, -18, 12, .
C[C@@H]1CN([C@H](C)CO)S(=O)(=O)c2ccc(-c3cccnc3)cc2O[C@H]1CN(C)CC1CCOCC1
→ 0.4, 2, 0, .
C[C@@H]1CN([C@@H](C)CO)C(=O)c2cccc(NC(=O)C3CCOCC3)c2O[C@@H]1CN(C)C(=O)NC1CCCCC1
→ 0.3, -7, 0, 44
COc1ccc2c3c(n(C)c2c1)[C@H](CO)NCC31CN(C(=O)c2ccc(F)cc2)C1
→ 0.7, 12, 4, .
